Source: PubChem
Yfh1-off respiration – mitochondrial function rescue without frataxin homolog – Friedreich's ataxia, plus single-dose screen, dose response (AID 1465); fold induction at 50 µM, or EC50 in µM where a hit was titrated; 0.074% of 220,000 active; S. cerevisiae Yfh1-off respiration, WST-1 reduction, 72 h; higher fold induction means a stronger effect;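 active = fold induction of absorbance versus untreated yeast above a set limit, then at least 30% activation at any dose in follow-up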;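 also: activators that raise dye reduction in frataxin-depleted yeast; strong numbers were not always called active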
WT yeast gro inh – growth inhibition of WT yeast, mitochondrial fusion screen; mitochondrial fusion phenotypic screen, WT strain; inhibition, % at 10 µM; 2.1% of 190,000 active; AID 1362; in the data active = inhibition above about 58%; tested in S. cerevisiae
bCat nuc transl – beta-catenin nuclear translocation modulation. HeLa beta-catenin nuclear translocation, immunofluorescence imaging. nuclear translocation activity, % at 5 µM. 0.3% of 190,000 active. AID 1665;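 active = nuclear translocation activity above 50% at 5 µM, with a well cell count of 50 or more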;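 also: per-cell ratio of nuclear to cytoplasmic median beta-catenin stain intensity; plate controls were DMSO negative control for no effect and GSK-3 inhibitor IX positive control for full effect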
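Test system: human HeLa cell line; Doses: 5 µM primary, 0.02–20 µM confirmation; Incubation: 24 h compound exposure, 37°C; Detection: beta-catenin immunofluorescence imaging with DAPI; Read-out: beta-catenin nuclear/cytoplasmic ratio, % activation.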
MT stabilizer – stabilizes microtubules in HeLa cells; 0.83% of 200,000 active; HeLa tubulin immunostaining HCS, 24 h; share of cells brighter than vehicle mean+2SD; AID 2205; % tubulin-high responders, % at 10 µM;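 active = plate Z-score above 3 for both tubulin-high and condensed-nucleus cell shares, with cell loss under 80%, at 10 µM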;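 also: anti alpha tubulin signal scored within the nucleus-defined area of each cell; some results filed as inactive read as strong as hits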
M17LAP inhibition – P. falciparum M17LAP inhibitors, primary screen, biochemical, fluorogenic H-Leu-NHMec substrate, 1536-well (AID 1619); recombinant M17LAP, H-Leu-NHMec fluorogenic kinetic assay; higher % means a stronger effect; inhibition, % at 30 µM; hits with a dose series show IC50 in µM; 0.38% of 220,000 active;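 active = compound inhibiting the enzyme by more than half at any dose during confirmatory dose-response retesting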;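 also: plate controls were full reaction with DMSO carrier for no effect and no enzyme background for full effect; strong numbers were not always called active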
P. falciparum M1AAP – P. falciparum M1AAP inhibitors, biochemical, fluorogenic H-Leu-NHMec substrate, 1536-well (AID 1445); recombinant M1AAP, H-Leu-NHMec fluorogenic kinetic assay; higher % means a stronger effect; inhibition, % at 30 µM; hits with a dose series show IC50 in µM; 0.42% of 220,000 active;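 active = primary inhibition above the hit cutoff, then over 50% inhibition at one or more dose response concentrations, cut at about 23% in these data, passing the limit was not always enough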;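 also: plate controls were DMSO full reaction for no effect and no enzyme background for full effect; strong numbers were not always called active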
T cell modulator – T cell immune modulation candidate. 0.068% of 330,000 active. calls only at 7 µM. 2C CD8+ T cell-vesicle binding, flow cytometry; hits give low values;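 active = response, share of CD8 T cells binding vesicles, and their 90th percentile fluorescence all below set limits, cut at about 80% in these data, passing the limit was not always enough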
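Benchmarks: naked versus QL9-loaded vesicles / Assay system: purified 2C TCR transgenic mouse naive CD8+ T cells / Technique: high-throughput flow cytometry with anti-B7-1 and anti-CD8 staining / Timing: Cell–vesicle co-incubation 1.5 h at 37 °C, staining 20 min on ice / Read-out: percent CD8+ FL2 mean versus row control / Probe or stimulus: QL9-loaded Drosophila micro-vesicles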
Autophagy mod – alters autophagy in cells | MEF GFP-LC3 puncta imaging; test concentration mostly 10 µM | calls only at 10 µM (by protocol) | 0.98% of 190,000 active;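 active = percentage of spot-positive cells more than 3 SD above its plate mean, without a fluorescence outlier flag or 80% toxicity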;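 also: spot-positive cell cutoff set from DMSO-treated cells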
Dynein transport – blocks dynein driven cargo transport along microtubules | 3617.4 mouse cells, GR-EGFP nuclear translocation imaging; test concentration mostly 20 µM; stimulated with dexamethasone, 1 µM; hits give low values | z-score, hits read low | 0.47% of 220,000 active;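 active = plate z-score of nuclear minus cytoplasmic receptor signal below a set negative limit, without overly bright fluorescence or cell loss, cut at about -3.5 in these data, passing the limit was not always enough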;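 also: z-score of nuclear minus cytoplasmic ring GR-EGFP intensity difference per well; some compounds called inactive have numbers as strong as hits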
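Buffer or medium: Induction medium lacking tetracycline, stripped serum | Also added: Dexamethasone agonist, 1.0 µM final, for 30 min | Timing: 48 h induction, 1 h compound, 30 min dex at 37 °C | Detection: Formaldehyde fixation, Hoechst nuclear stain, 10x automated fluorescence imaging | Measure: Nuclear versus cytoplasmic GR-EGFP signal, averaged per well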
WT yeast gro inh mutant strain – also measured in WT yeast gro inh; calls as there; inhibition, %; mitochondrial fusion phenotypic screen, mutant strain inhibition
Dynein transport cytoplasmic EGFP – also measured in Dynein transport; calls as there; z-score; measured here: cytoplasmic GR-EGFP intensity; hits give high values
Dynein transport nuclear GR-EGFP – second read-out of Dynein transport, no call of its own (marks repeat the call); z-score; measured here: nuclear GR-EGFP intensity;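 lower value marks the stronger effect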
Dynein transport cell count – further read-out of Dynein transport, marked with its call; z-score; measured here: cell count per field
bCat nuc transl cell count 5 µM – recorded beside bCat nuc transl, whose call it bears; cell count; measured here: cell count, cytotoxicity flag
T cell modulator vesicle-bound % – second read-out of T cell modulator, no call of its own (marks repeat the call); double positive events, %; measured here: CD8+ vesicle-bound cell fraction;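 binding gate set so that unloaded-vesicle control wells show 10% double positive cells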
MT stabilizer Hoechst-high % – also measured in MT stabilizer; calls as there; % Hoechst-high responders; measured here: nuclear condensation Hoechst responders;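 share of cells brighter than vehicle mean plus two SD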
MT stabilizer cytotoxicity % – second read-out of MT stabilizer, no call of its own (marks repeat the call); toxicity, %; measured here: cytotoxicity by cell density;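 0% = mean cell density of plate MIN control wells and 100% = no cells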
Autophagy mod cell loss 18 h – second read-out of Autophagy mod, no call of its own (marks repeat the call); toxicity, %; measured here: cell loss, nuclei count;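 cell loss after 18 h compound exposure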
Active calls of the source: *; i = inactive; . = not tested or not shown.

SMILES	Yfh1-off respiration	WT yeast gro inh	WT yeast gro inh mutant strain	bCat nuc transl	bCat nuc transl cell count 5 µM	MT stabilizer	MT stabilizer Hoechst-high %	MT stabilizer cytotoxicity %	M17LAP inhibition	P. falciparum M1AAP	T cell modulator	T cell modulator vesicle-bound %	Autophagy mod	Autophagy mod cell loss 18 h	Dynein transport	Dynein transport cytoplasmic EGFP	Dynein transport nuclear GR-EGFP	Dynein transport cell count
CCN(CC)c1ccc(/C=N/N2CCOCC2)cc1	i	6	-4	-0.5	1075	1.4	1.6	8.0	9%	20%	i	45	i	-3	-0.31	-0.002	0.055	-0.41
CCOc1cc(/C=N/N=C(\N)c2nonc2N)cc(Br)c1OCc1cccc2ccccc12	i	15	4	-4.5	1192	1.6	1.1	3.6	6%	9%	i	39	i	-11	2.9	0.28	2.5	-2.2
COc1ccccc1N1CCN(C(=O)c2ccc(CN3CCOCC3)cc2)CC1	i	-12	2	-1.7	1085	3.0	2.2	7.4	-11%	-2%	i	1	i	4	0.46	-0.28	0.51	-0.19
Cc1cccc(/C=C\c2nc3ccccc3c(=O)[nH]2)c1	i	-4	-29	29	143	12*	45*	36*	4%	2%	i	45	i	12	-0.83	-0.28	-0.81	1.2
COCCNC(=O)c1ccc(NS(=O)(=O)c2cc(C)ccc2C)cc1	i	-10	-8	1.1	952	3.5	2.3	7.8	-3%	-3%	i	32	i	-10	-0.5	-0.25	-0.44	-0.032
COC(=O)c1sc2nc3c(cc2c1N)COC(C)(C)C3	i	4	1	3.1	1061	1.2	1.8	6.7	-1%	10%	i	12	i	-5	-0.57	0.76	0.079	0.39
Cc1ccc(NC(=O)CCN2CCN(CCO)CC2)cc1Br	.	-11	4	-4.4	1208	4.3	2.1	6.3	2%	-1%	i	64	i	1	-1.1	-0.26	-0.38	0.44
CCOc1ccc(S(=O)(=O)N(CCO)CCO)cc1-c1nc2c(C(C)(C)C)nn(C)c2c(=O)[nH]1	i	5	-15	-1.3	1195	1.3	1.1	7.1	2%	0%	i	35	i	6	-0.46	-0.61	-0.13	0.96
C/C(=N\NC(=O)c1ccncc1)C12CC3CC(CC(C3)C1)C2	i	-10	13	-1.1	861	3.1	2.7	3.9	15%	14%	i	39	i	4	-0.39	-0.24	-0.26	1.1
COc1ccc(CCN2C(=O)NC(NC(=O)CC(C)C)(C(F)(F)F)C2=O)cc1OC (stereo unspecified)	i	-3	-11	0.5	556	3.1	3.0	9.7	9%	7%	i	31	i	-13	0.071	-0.31	-0.39	0.2
Cc1nn(C)c(C)c1CNC(=O)/C=C/c1ccccc1F	i	8	1	-1.6	567	4.1	1.3	9.5	6%	0%	i	27	i	-45	0.17	-0.28	0.61	0.54
COC(=O)c1sccc1-c1ccc(/C=N/OC(=O)c2cccs2)o1	i	.	.	-1.6	1181	.	.	.	-2%	9%	i	12	.	.	-1	-0.17	-0.43	0.67
Cc1cc(=O)n2c(sc3ccccc32)c1C#N	i	7	26	-3.9	966	2.7	2.1	2.0	4%	-1%	i	34	i	5	1.8	-0.28	1.1	-1.2
O=S(=O)(c1ccc(S(=O)(=O)N2CCCC3(CCCCC3)C2)cc1)N1CCCCC1	i	-14	-23	3.4	727	5.0	3.6	9.4	-1%	-3%	i	12	i	11	0.71	-0.04	1.1	-2
Cn1nnnc1SCC(=O)Nc1ccccc1C(=O)NCc1ccccc1	i	10	-3	-0.1	1029	3.1	1.9	6.2	7%	-5%	i	22	i	-10	-0.64	-0.21	-0.24	-0.88
COc1ccc2c(c1)CCCC21NC(=O)NC1=O (stereo unspecified)	i	3	8	-4.5	978	1.2	1.4	11	-3%	-2%	i	44	i	-9	-0.05	-0.09	-0.21	0.33
CC(=O)c1cccc(NC(=O)NCc2cccnc2)c1	i	4	0	-1.1	996	1.4	2.2	18	-4%	-1%	i	27	i	10	0.88	-0.21	0.83	-0.5
Cc1nc2ccccc2n1Cc1n[nH]c(=S)n1-c1ccc(Cl)cc1	i	-17	2	.	.	2.0	2.6	7.2	-2%	2%	i	59	i	-6	-0.72	-0.34	-0.63	0.87
Cc1ccc(CSc2nnc([C@@H]3CCCN3C(=O)OC(C)(C)C)o2)cc1	i	.	.	1.2	1306	.	.	.	0%	-1%	i	43	.	.	-0.044	-0.31	-0.3	0.88
CCCC1(C(=O)OCC)NC(c2ccc(N(C)C)cc2)C2C(=O)N(c3ccc(F)cc3)C(=O)C21 (stereo unspecified)	i	9	4	-0.8	1059	1.3	1.7	5.5	8%	2%	i	38	i	-4	-0.65	-0.14	-0.23	-0.5
CCN=C1S/C(=C\c2ccc(O)c(OCC)c2)C(=O)N1CC	i	-5	4	10	446	6.4	5.8	14	-15%	9%	i	49	i	7	-0.086	-0.21	-0.36	0.71
O=C(CN1CCOCC1)Nc1ccc(-c2nc3ccccc3[nH]2)cc1	i	-10	-9	-1.9	1370	4.7	1.9	4.3	1%	3%	i	11	i	2	1.1	-0.31	0.57	-0.33
CC(C)OCCCNc1nc2c(c(=O)n(Cc3ccccc3F)c(=O)n2C)n1C	i	2	-4	-2.0	1040	2.8	1.5	16	-9%	-2%	i	37	i	45	1.1	0.088	0.52	-0.16
Cc1nn(Cc2ccc(Cl)cc2)c(C)c1NC(=O)c1ccc([N+](=O)[O-])cc1	i	17	3	0.6	1103	6.4	1.5	4.1	-2%	2%	i	21	i	21	0.18	-0.16	0.3	-0.71
CC(C)(C)c1ccc(-c2conc2N)cc1	i	-4	6	-0.6	1083	2.6	1.7	8.4	10%	5%	i	14	i	26	-0.91	0.34	-0.28	0.85

Results in T cell modulator vesicle-bound %, for some of the entries so far:
Compound	T cell modulator vesicle-bound %
COC(=O)c1sc2nc3c(cc2c1N)COC(C)(C)C3	12
Cc1nn(C)c(C)c1CNC(=O)/C=C/c1ccccc1F	27

More records follow:
SMILES	Yfh1-off respiration	WT yeast gro inh	WT yeast gro inh mutant strain	bCat nuc transl	bCat nuc transl cell count 5 µM	MT stabilizer	MT stabilizer Hoechst-high %	MT stabilizer cytotoxicity %	M17LAP inhibition	P. falciparum M1AAP	T cell modulator	T cell modulator vesicle-bound %	Autophagy mod	Autophagy mod cell loss 18 h	Dynein transport	Dynein transport cytoplasmic EGFP	Dynein transport nuclear GR-EGFP	Dynein transport cell count
CC(=O)N1CSCC1C(=O)NNS(=O)(=O)c1cccc(C(F)(F)F)c1 (stereo unspecified)	i	.	.	-0.3	1381	.	.	.	5%	10%	i	17	.	.	0.54	-0.18	0.048	0.48
Cc1ccc(-n2c(SCC(=O)Nc3ccc4c(c3)OCO4)nnc2-c2ccccn2)cc1	i	-1	-15	2.9	1142	1.3	0.9	6.5	0%	7%	i	17	i	-6	-0.42	0.5	0.13	-0.15
CCN(Cc1ccccc1)C(=O)CSc1nc(C)cc(=O)[nH]1	i	8	18	-1.2	1108	0.8	1.5	1.2	4%	-5%	i	18	i	10	-0.034	-0.27	-0.11	0.67
CC(C)(C)C(=O)c1cnc(Nc2ccccc2)s1	i	17	7	2.5	1108	1.3	1.1	5.4	23%	12%	i	20	i	-5	-1.1	-0.031	-0.22	0.27
CC(C)c1ccc(NC(=O)CNCC(c2ccccc2)N(C)C)cc1 (stereo unspecified)	i	.	.	0.3	1182	.	.	.	8%	-4%	i	22	.	.	-0.82	-0.21	-0.54	0.69
O=C(Nc1ccn(C2CC(OC(=O)c3ccccc3)C(CO)O2)c(=O)n1)c1ccccc1 (stereo unspecified)	i	-14	25	-1.8	1014	5.9	3.4	8.6	0%	-1%	i	17	i	-3	0.97	-0.16	0.71	-1.2
CC1(C)CC(=O)C(C=NCCN2CCNC2=O)=C(O)C1	i	0	-17	-1.3	547	3.6	2.1	5.7	-9%	5%	i	46	i	14	-0.19	-0.2	0.95	0.023
CCOC(=O)c1c(C2CC2)csc1NC(=O)COC(=O)c1cnc(Cl)c(Cl)c1	i	10	8	0.9	1107	14	36	32	14%	2%	i	16	i	7	0.091	-0.16	-0.1	-0.18
CC(=O)N/N=C(\C)CC(=O)Nc1cccc(C(F)(F)F)c1	i	9	4	.	.	3.8	2.7	0.7	21%	-1%	i	5	i	2	0.91	-0.14	0.81	-1.6
COc1cc2c(cc1NC(=O)CSc1ccc(C)cc1)oc1ccccc12	i	40	6	1.3	1373	1.1	2.3	10	-10%	5%	i	47	i	21	-0.34	0.4	-0.19	0.55
COc1ccc(C(=O)CSc2nnc(-c3cc4ccccc4cc3O)n2Cc2ccco2)cc1	i	24	28	-2.4	852	3.8	1.7	11	8%	21%	i	20	i	9	-0.75	0.57	-0.21	1.3
Cc1ccc(S(=O)(=O)/N=C(\N)Nc2nc(C)c3ccccc3n2)cc1	i	4	-8	-0.4	1046	6.6	2.2	4.7	11%	0%	i	24	i	19	-0.44	-0.34	-0.46	0.93
O=C(Nc1ccc2snnc2c1)N1CCN(c2ccccc2)CC1	i	7	-2	0.3	709	2.6	2.2	11	12%	-4%	i	54	i	4	-0.59	-0.11	0.23	0.81
C[C@H](NC(=O)c1nc[nH]c1C(=O)N[C@@H](CCCCNC(=O)OC(C)(C)C)C(=O)OC(C)(C)C)c1ccccc1	i	.	.	0.0	1236	.	.	.	-2%	-10%	i	29	.	.	0.88	-0.76	0.51	-0.69
